Bioassay records as filed in PubChem BioAssay.
Peg3 promoter = Peg3 promoter-driven luciferase inhibitors, primary screen, cell-based, HeLa, luciferase luminescence; 360,000 compounds, 1.7% hits; HeLa PEG-Prom luciferase reporter, overnight; AID 588405, 2011; inhibition, % at 20 µM;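 active means inhibition of at least 50% at 20 µM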
NR2E3 ag-1 = NR2E3 agonists in two-hybrid cells, primary screen, cell-based, luminescence, CHO-S, Gal4-NCOR/VP16-NR2E3. AID 602229, 2012. Photoreceptor-specific nuclear receptor (Homo sapiens), Q9Y5X4. luciferase. 360,000 compounds, 0.35% hits. inhibition of corepressor binding, % at 3.98 µM;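 active means inhibition above the mean of all tested compounds plus 3 SD, cut at about 70% in these data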;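 further: 0% = DMSO with NR2E3 transfected cells and 100% = cells lacking NR2E3 construct; higher means lower luciferase signal from less NR2E3 corepressor binding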
Target sequence (Q9Y5X4 whole entry, looked up, the tested form may be a part): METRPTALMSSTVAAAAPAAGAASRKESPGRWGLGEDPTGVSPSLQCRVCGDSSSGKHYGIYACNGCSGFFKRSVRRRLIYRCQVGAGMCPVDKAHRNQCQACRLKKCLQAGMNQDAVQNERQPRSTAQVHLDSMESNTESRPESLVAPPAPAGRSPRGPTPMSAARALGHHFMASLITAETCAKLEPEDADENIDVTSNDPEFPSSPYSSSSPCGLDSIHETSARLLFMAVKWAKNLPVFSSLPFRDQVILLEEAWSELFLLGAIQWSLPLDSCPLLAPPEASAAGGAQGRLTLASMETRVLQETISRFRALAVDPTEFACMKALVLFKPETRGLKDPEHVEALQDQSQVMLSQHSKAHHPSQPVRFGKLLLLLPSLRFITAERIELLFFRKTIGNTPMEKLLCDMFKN
PDI inh = inhibitors of human PDI, primary screen, biochemical, turbidity, single point, plate reader | Protein disulfide-isomerase (Homo sapiens), P07237 | PDI insulin aggregation turbidity, A650, 90 min | inhibition, % at 10 µM | AID 588391, 2011 | 350,000 compounds, 0.052% hits;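 active means mean inhibition across replicates of 30% or more, whatever share of single replicates reach that level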;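 further: absorbance from insulin aggregation driven by PDI reduction with DTT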
Target sequence (P07237 whole entry, looked up): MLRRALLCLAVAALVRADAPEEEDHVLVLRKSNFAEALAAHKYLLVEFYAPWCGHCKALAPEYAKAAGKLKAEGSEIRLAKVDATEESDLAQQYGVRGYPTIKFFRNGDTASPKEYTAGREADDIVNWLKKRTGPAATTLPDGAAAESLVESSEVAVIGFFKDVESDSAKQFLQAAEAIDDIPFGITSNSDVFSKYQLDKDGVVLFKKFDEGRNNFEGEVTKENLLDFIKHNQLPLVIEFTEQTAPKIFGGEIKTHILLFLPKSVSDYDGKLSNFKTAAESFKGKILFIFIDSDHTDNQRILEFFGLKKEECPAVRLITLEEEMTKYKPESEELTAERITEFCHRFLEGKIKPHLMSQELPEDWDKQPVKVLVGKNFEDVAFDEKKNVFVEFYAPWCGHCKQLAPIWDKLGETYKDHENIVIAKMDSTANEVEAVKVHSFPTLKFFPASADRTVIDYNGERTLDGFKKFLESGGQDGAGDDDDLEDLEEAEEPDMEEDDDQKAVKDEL
HIF-2a block = HIF-2a reporter inhibitors, primary screen, luminescence, 786-0 RCC cells; 786-0 RCC cells HIF-2a reporter, luciferase luminescence, overnight; 360,000 compounds, 0.72% hits; inhibition, % at 18.8 µM;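 active means inhibition of the luminescence signal of 40% or more relative to plate controls, in a single-dose primary screen at 18.75 µM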
MITF TRPM1 inh = inhibitors of MITF-dependent TRPM1 promoter reporter, primary screen, cell-based, SK-MEL-5, single point, luciferase | inhibition, % at 12.5 µM | 330,000 compounds, 0.83% hits | SK-MEL-5 TRPM1 promoter luciferase, 24 h;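 active means mean inhibition across replicates of 60% or more, whatever share of single replicates reaches that level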; further: values of inactives mirror those of a sister screen read the other way
aDG glyco up = activators of alpha-DG glycosylation, primary screen, uHTS, Pro5-aDG cells, AlphaScreen | alpha-DG glycosylation AlphaScreen (IIH6); 0% Pro5, 100% B10-LARGE cell signal | activation, % at 10 µM | 360,000 compounds, 0.22% hits | AID 624168, 2012;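 active means activation of at least 8% versus controls, or a plate z-score of at least 8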;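 further: Pro5 are CHO cells carrying HIG-tagged alpha-DG that lacks glycosylation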
NR2E3 ag-2 = inhibitors of NR2E3-RetCOR corepressor binding, primary screen, NR2E3 agonist project, biochemical, TR-FRET, GST-NR2E3, biotin-RetCOR. Photoreceptor-specific nuclear receptor (Homo sapiens), Q9Y5X4. 1536-well. inhibition of corepressor binding, % at 4.78 µM. 320,000 compounds, 0.12% hits. AID 2300, 2010;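 active means percent inhibition above the cutoff of mean plus 3 SD of all tested compounds, set per screening campaign, cut at about 20% in these data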;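 further: 0% = DMSO wells and 100% = biotin wells as full block of FRET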
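Format: 1536-well format; test system: GST-NR2E3 and biotin-RetCOR proteins; read-out basis: percent inhibition of TR-FRET ratio; timing: 5 h incubation at 4 °C; detection: time-resolved FRET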
Exocytosis inh = LAMP-1 surface exposure blockers, TALL-104 cells – cell-based, flow cytometry, MLPCN library, primary screen. TALL-104 LAMP-1 surface exposure; cells stimulated with thapsigargin and PMA. inhibition, % at 10 µM. 360,000 compounds, 0.66% hits. AID 651702, 2012;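 active means inhibition above about 55%, limit read from the data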
iPSC survival up = enhancers of single-cell hiPSC survival, primary screen, ATPlite luminescence; 100% = ROCK inhibitor wells, 0% = DMSO; 360,000 compounds, 0.044% hits; AID 602274, 2012; survival enhancement, % at 20 µM; in the data active means survival enhancement above about 18%;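 further: cells exposed to compounds for 16 hours before the ATP read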
Vif imaging = HIV Vif self-association inhibitors, primary screen, imaging, HEK293T, single point; inhibition, % at 7.49 µM; HEK293T cells, Vif self-association by quenched fluorescence, 24 h; 340,000 compounds, 0.35% hits; in the data active means inhibition above about 50%, passing the limit was not always enough; further: some results filed as inactive read as strong as hits
CaV13 FRET inh = Primary screen for inhibitors of IQ motif and Ca2+-dependent inactivation inhibitor domain binding in CACNA1D, Förster resonance energy transfer in living cells, … | HEK cells, CFP/YFP FRET ICDI-IQ, plate reader, 10 min; percent FRET-ratio fall versus neutral wells | inhibition, % at 12.3 µM | 340,000 compounds, 0.098% hits;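 active means mean replicate inhibition of at least 30% and at least 1% of replicates passing that level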;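 further: 0% = median of the neutral control wells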
Active calls of the source: *; nt = no result given.

Fields – Vif imaging | NR2E3 ag-2 | Peg3 promoter | Exocytosis inh | MITF TRPM1 inh | aDG glyco up | PDI inh | HIF-2a block | NR2E3 ag-1 | iPSC survival up | CaV13 FRET inh
O=C(Nc1cccc(F)c1)c1ccc(S(=O)(=O)N2CCCCC2)cc1
→ nt | -1 | -13 | -5 | -3 | 0.5 | -6 | -26 | -10 | -0.4 | -3
CSc1ccccc1NC(=O)COc1ccc(Cl)cc1Cl
→ -17 | 4 | -103 | 1 | -17 | 0.2 | -1 | -186 | -18 | -0.7 | -3
Cn1c(CC(=O)Nc2ccccc2)cc2ccccc21
→ 1 | 3 | -255 | -12 | 16 | 0.2 | -8 | -230 | -54 | -0.4 | -5
O=C1/C(=C/c2cccnc2)SC(=S)N1Nc1ccccc1
→ -1 | 1 | -6 | 0 | nt | 0.1 | -2 | 11 | -13 | -0.2 | -4
CC(C)(C)SCCNC(=O)COc1ccc(Cl)cc1
→ nt | 3 | -29 | 2 | -10 | 0.0 | 2 | -90 | -7 | 0.2 | -8
CC1CCN(S(=O)(=O)c2ccc3c(c2)c(=O)c(C(=O)N2CCOCC2)cn3C)CC1
→ 13 | -5 | -9 | -2 | -6 | -0.2 | -3 | 8 | 6 | 0.3 | -7
O=C(CCc1ccccc1)NC(=S)Nc1ccc(S(=O)(=O)N2CCOCC2)cc1
→ nt | 1 | 23 | 1 | 3 | -0.2 | -7 | 20 | 3 | -0.8 | -4
O=C(O)CCCn1cc(NC(=O)COc2ccccc2)cn1
→ 7 | 4 | 5 | -1 | 6 | -0.3 | 6 | 12 | 6 | -0.4 | -5
CCN1CCN(C(=O)Nc2ccccc2OC)CC1
→ -3 | 4 | 13 | 2 | 3 | -0.3 | 0 | 5 | 16 | -0.8 | -7
CCOC(=O)c1sc(C(=O)OCC)c(OCCO)c1OCCO
→ 0 | 4 | 0 | 2 | -4 | -0.2 | -12 | 4 | 4 | 0.4 | -5
O=C(C1Cc2ccccc2CN1S(=O)(=O)c1ccc(F)cc1)N1CCCCC1 (configuration not stated)
→ -5 | 1 | -55 | -2 | -7 | 0.0 | -6 | 9 | 2 | 7.6 | -5
CC(=O)NC(c1ccccc1)c1nc(-c2cccc(F)c2)cs1 (configuration not stated)
→ -8 | nt | -23 | -1 | nt | -0.3 | 2 | -85 | -35 | 0.2 | -4
CCN(CC)S(=O)(=O)c1ccc(C)c(NC(=O)Cn2c(=O)cnc3ccccc32)c1
→ 0 | 0 | 11 | 21 | -3 | 0.0 | -1 | 13 | -15 | 1.8 | -3
NC(=O)C1CCN(C(=O)c2ccc(Cl)c(S(=O)(=O)N3CCCCCC3)c2)CC1
→ -9 | nt | -14 | 5 | -3 | -0.1 | 2 | 11 | -44 | -1.3 | -6
CCCCn1c(N)c(N(CCOC)C(=O)c2ccc(-n3c(C)ccc3C)cc2)c(=O)[nH]c1=O
→ 2 | 3 | 8 | 4 | 4 | 0.0 | -2 | 5 | -14 | -0.3 | -5
Cc1nc(C)c(/C(O)=C/c2nc3ccccc3oc2=O)s1
→ 5 | -1 | -26 | -9 | 2 | 2.1 | 0 | 4 | 35 | -0.8 | -5
c1ccc(CCNc2nc(-c3ccccn3)nc3ccccc23)cc1
→ -12 | 0 | 7 | 8 | 29 | 0.3 | 1 | -128 | 103* | -0.3 | -4
COc1ccc(-c2nnc3ccc(SCC(=O)N4CCCCC4)nn23)cc1OC
→ 11 | 0 | 10 | 4 | -5 | -0.1 | 7 | 20 | 0 | -0.1 | -7
C=CCNC(=S)N1CCN(CCNC2=CC(=O)CC(C)(C)C2)CC1
→ -4 | 4 | 12 | -3 | 1 | 0.1 | 9 | 8 | -20 | 0.8 | -20
CC(=O)c1ccc(C(=O)Nc2ccc(N3CCOCC3)cc2)cc1
→ 1 | -1 | -18 | 7 | -1 | -0.4 | 0 | -1 | -13 | 1.5 | -3
CC(C)=CCc1c([C@@H]2CCc3ccc(O)cc3O2)cc2c(c1O)OC(C)(C)C=C2
→ -5 | 0 | -15 | 0 | nt | -0.3 | nt | -44 | 1 | -0.3 | nt
O=CNn1cnc2c(oc3nc(-c4ccccc4)cc(-c4ccco4)c32)c1=O
→ 5 | -1 | 30 | 0 | 11 | -1.0 | -3 | 0 | 2 | -1.3 | -5
O=c1c2ccccc2nc(-c2ccc(Cl)cc2Cl)n1O
→ 0 | 2 | -14 | -4 | -12 | 0.0 | 13 | 2 | -19 | 1.2 | -6
COc1ccc(C(=O)Nc2ccc(NC(=O)C3CCCCC3)nc2)cc1
→ -4 | 3 | 7 | -1 | 10 | 0.1 | -6 | 1 | -14 | 0.2 | -5
CN(C)CCNC(=O)CN1C(=O)COc2ccc(C(C)(C)C)cc21
→ 11 | 4 | -8 | 2 | -4 | -0.2 | -9 | 2 | -9 | -1.6 | -9
O=C(NCc1csc(-c2ccccc2)n1)c1ccco1
→ 1 | -1 | -180 | -2 | -51 | 0.1 | -14 | -201 | -26 | 8.9 | -6
O=C(CSc1nnc(Cc2ccccc2)o1)Nc1ccc(N2CCOCC2)cc1
→ -2 | nt | -9 | -7 | 1 | -0.1 | -9 | -10 | -3 | -0.2 | -7
COc1ccc(C(=O)NCc2ccncc2)cc1S(=O)(=O)N1CCOCC1
→ 7 | -1 | 7 | 4 | -3 | 0.1 | 4 | 10 | 10 | -3.1 | -1
COC(=O)n1c(=O)oc2ccc(S(=O)(=O)N3CCCCC3)cc21
→ -2 | -1 | 10 | 1 | 8 | 0.0 | 1 | 8 | -3 | -0.1 | -2
CC(C)CNC(=S)NC(=O)c1ccccc1Cl
→ 1 | -1 | -95 | -2 | -31 | 0.0 | 0 | -92 | -14 | -0.2 | -5
Cc1ccc(CN2[C@@H](CC(C)C)COCCS2(=O)=O)cc1
→ -3 | 0 | 5 | 23 | 1 | 0.0 | 3 | 8 | 30 | -2.4 | -11
COc1cc(C2=NC(CO)(CO)CO2)cc(OC)c1OC
→ -6 | -1 | 10 | 6 | 8 | 0.0 | 3 | 15 | -2 | 0.3 | 3
OC1CCN(C(=S)Nc2ccc(Oc3ccccc3)cc2)CC1
→ -2 | 2 | -52 | -2 | -31 | -0.4 | 30 | -71 | -6 | -0.3 | 4
CCOC(=O)C1CCN(C(=O)c2c(-c3ccccc3)noc2C)CC1
→ -1 | 1 | -60 | 8 | 8 | 0.7 | 4 | 6 | 16 | -0.9 | 6
Cc1cccc(CN2CCC(CNC(=O)Cn3ncc4c([nH]c5ccccc54)c3=O)CC2)c1
→ -4 | -1 | 6 | -1 | -6 | -0.1 | -7 | 18 | -28 | -0.5 | -5
O=C(COc1ccccc1)NNc1nc2c(F)cc(F)cc2s1
→ -3 | 0 | 13 | -5 | 0 | 0.2 | 1 | 7 | -11 | -2.4 | -1
COCCn1c(N)c(C(=O)Nc2sc3c(c2C(=O)OC)CCCC3)c2nc3ccccc3nc21
→ -6 | -3 | -2 | 2 | -14 | -0.2 | -2 | -12 | -19 | 3.3 | nt
O=C(NCc1nc2ccccc2[nH]1)c1c(F)c(F)c(F)c(F)c1F
→ 4 | 8 | -2 | -4 | 9 | 0.0 | -3 | 26 | 31 | -0.3 | 6
COc1ccc(CNC(=O)Cn2cc([N+](=O)[O-])nc2C)cc1
→ 0 | -1 | 9 | -5 | 12 | 0.1 | 9 | 14 | -34 | -0.2 | -5
CCC(CC)NCCOC(=O)c1ccc([N+](=O)[O-])cc1
→ -9 | 0 | 11 | 5 | 8 | 0.0 | 8 | 6 | 20 | -0.3 | -4
CCOC1=NN(c2ccccc2)C(=O)/C1=C\N(C)C
→ -2 | 0 | -2 | 0 | 15 | 0.1 | 7 | 5 | 0 | -1.5 | 5
CSc1nc(NCC(C)O)c2c3c(sc2n1)CN(C)CC3 (configuration not stated)
→ -4 | 1 | 11 | -4 | 1 | 0.0 | 2 | 13 | -28 | 0.1 | -4
COc1ccc(NC(=O)[C@H](C)NC(=O)C2CCN(S(=O)(=O)c3ccc(C)cc3)CC2)cc1
→ -4 | 1 | -11 | -12 | 12 | -0.4 | -3 | 1 | 9 | -0.3 | -7
COc1ccc(C(=O)NCc2ccc3[nH]c(C)cc3c2)cc1OC
→ -1 | 1 | 19 | 3 | 1 | -0.1 | 12 | 17 | 3 | 2.2 | -1
CC1CCc2sc(NC(=S)NC(=O)c3ccccc3)c(C#N)c2C1 (configuration not stated)
→ -7 | 2 | -102 | 0 | -49 | -0.2 | -2 | -141 | -50 | -1.2 | 6
CCOc1ccccc1C(=O)N/N=C/c1cccc2cccnc12
→ 19 | -2 | 11 | 1 | 20 | 0.4 | 0 | 16 | -10 | -1.3 | nt
Cc1ccc(S(=O)(=O)NNc2ccccc2)c(C)c1
→ 5 | 9 | 8 | -1 | 7 | 0.0 | -2 | 11 | -3 | -0.5 | -5
O=C(COc1ccc([N+](=O)[O-])cc1Cl)N(C1CCCCC1)C1CCS(=O)(=O)C1 (configuration not stated)
→ 3 | nt | -3 | -10 | -18 | 0.0 | -1 | 8 | -25 | 0.0 | -1
Cc1noc(C)c1CSc1nnc(-c2ccncc2)n1-c1cccc(Cl)c1C
→ 6 | 3 | -10 | -2 | -6 | 0.7 | 2 | 6 | -7 | -2.6 | -3
O=C(C1=NN[C@@H]2C(=O)N(c3cccc(C(F)(F)F)c3)C(=O)[C@H]12)c1cnccn1
→ 3 | 2 | 2 | 6 | 4 | 0.3 | -4 | 14 | 13 | -0.6 | -4
O=C(CSc1n[nH]c(-c2ccccc2)n1)Nc1ccc(Br)cn1
→ -8 | 1 | 8 | -7 | 8 | 0.1 | -5 | 5 | 8 | 5.2 | nt
Cc1cc(=O)n2nc(N3CCCC(C(=O)NCCC4=CCCCC4)C3)sc2n1 (configuration not stated)
→ -12 | 3 | 6 | 0 | 1 | 0.0 | 12 | 1 | -15 | 1.7 | nt
